BL2 CD40 inh = CD40 pathway inhibition in BL2 cells; BL2 NF-kB luciferase reporter, CD40L-induced, 4 h; inhibition, % at 10 µM; 0.94% of 83,000 active; AID 1053188;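 active = mean inhibition of at least 50% with a set share of replicates also reaching that level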;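 also: 0% = neutral control wells and 100% = IKK inhibitor VII at 50 µM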
The depositor's hits bear a star; & = joins results of further samples; [ ] = another dose, or the depositor's remark. Not all compounds are listed; count on the stated rates, not on these rows.

SMILES | BL2 CD40 inh
Cc1cc(C(=O)N2CCCC(CCC(=O)N3CCN(c4ccccn4)CC3)C2)c(C)o1 (stereo not drawn) | 3
O=C(C=Cc1ccccc1)Nc1ccccc1 | 9
CN(C[C@@H]1[C@H](c2ccccc2)[C@H](CO)N1C(=O)C1CC1)C(=O)c1ccccn1 | 2[25 µM]
O=[N+]([O-])c1ccccc1/C=C/CN1CCN(Cc2ccc3c(c2)OCO3)CC1 | 4
CC(C)CNC(=O)C1(C)CCCCCN1C(=O)c1cccnc1 (stereo not drawn) | 6
O=C(c1ccccc1)N1CCN(S(=O)(=O)c2ccccc2)CC1 | 14
COc1ccc(Cc2nn3c(-c4ccccc4OC)nnc3s2)cc1 | 8
Cc1cccc(C)c1N1CCN(C(=O)N2CCCCC2)CC1 | 19
COc1ccc([N+](=O)[O-])cc1NC(=O)COC(C)=O | 15
c1ccc(-c2nc(NCCCn3ccnc3)c3ccccc3n2)cc1 | 18
N#C[C@@H]1[C@@H](c2ccccc2C2=CCCC2)[C@@H](CO)N1C(=O)NC1CCCCC1 | 7[25 µM]
N/C(COc1cc(Cl)cc(Cl)c1)=N\O | 9
COc1ccc(/C=C/C(=O)OCC(=O)NC2CCCCCC2)cc1OC | 7
CC(C)C#Cc1ccc([C@@H]2[C@H](C#N)N(C(=O)c3cccc(F)c3)[C@H]2CO)cc1 | -3[25 µM]
O=C(C=Cc1ccco1)c1ccco1 | 2
O=[N+]([O-])c1ccc2c(c1)nc1n2CCN(CC2CCCO2)C1 (stereo not drawn) | -29
N#CCCN(C(=O)COC(=O)CCc1ccccc1)c1ccccc1 | 7
C=CCN1C(=O)/C(=C2/Sc3ccc(OC)cc3N2C)SC1=Nc1ccccc1 | 3
O=C(O)c1ccccc1C(=O)NC1Cc2ccccc2C1 | 8
OC(CNC1Cc2ccccc2C1)COc1ccc(F)cc1 (stereo not drawn) | 7
CS(=O)(=O)N(CC(=O)Nc1ccc2c(c1)OCO2)c1ccccc1 | -1
O=C(CN1CCCC1)Nc1ccc(OCc2ccccc2)cc1 | -28
O=C(Nc1ccccc1F)N1CCCCN2[C@H](CO)[C@@H](c3ccc(C#Cc4cccnc4)cc3)[C@@H]2C1 | -17[25 µM]
Cc1cc(S(=O)(=O)Nc2ccc(C(=O)NCC(c3ccco3)N(C)C)cc2)ccc1F (stereo not drawn) | 1

Overlap with the part before: two entries; new compounds follow.
SMILES | BL2 CD40 inh
O=C(Nc1ccccc1F)N1CCCCN2[C@H](CO)[C@@H](c3ccc(C#Cc4cccnc4)cc3)[C@@H]2C1 | -17[25 µM]
Cc1cc(S(=O)(=O)Nc2ccc(C(=O)NCC(c3ccco3)N(C)C)cc2)ccc1F (stereo not drawn) | 1
O=C(CCn1c(=O)oc2ccccc21)N(Cc1ccccc1)c1ccccc1 | 11
O=C(Nc1ccc(F)cc1)N1C[C@@H]2N[C@H](C1)C2c1ccc(-c2cccnc2)cc1 (stereo partly drawn) | 10&0
O=C(c1cccs1)N1CCc2ccccc21 | -103
CCOc1ccc(Cc2nc(C)c(CC(=O)N3CCOCC3)c(=O)[nH]2)cc1 | 0
CC(C(=O)NC(=O)NC1CCCCC1)N(C)CC(=O)Nc1ccc(F)c(F)c1F (stereo not drawn) | 16
O=C(CCNS(=O)(=O)c1ccccc1F)OCc1ccccc1Cl | 22
O=C(CSc1n[nH]c(-c2ccccc2F)n1)Nc1cc(F)ccc1F | 1
COc1ccc(NC(=O)CC2SC(N3CCOCC3)=NC2=O)cc1OC (stereo not drawn) | 5
CC(=O)Nc1ccc(Sc2ccccc2C(=O)Nc2ccc(F)cc2)cn1 | 14
C[C@H](NC(=O)[C@H]1[C@H](CO)[C@H]2Cn3c(cccc3=O)[C@@H]1N2Cc1ccncc1)c1ccccc1 | 1[25 µM]
CC(=O)N1CC[C@@H]2[C@H]1c1cc(-c3ccccc3)ccc1N[C@@H]2CO | -48[25 µM]
CN1CCC(N(C)C(=O)c2ccccc2Nc2ccc(SC(F)F)cc2)CC1 | -1
CN1CCN(C2=Nc3cc(F)ccc3Cc3ccccc32)CC1 | -11[25 µM]
OC(CN1CCOCC1)Cn1c(-c2cccc(Cl)c2)nc2ccccc21 (stereo not drawn) | 0
O=S(=O)(c1ccccc1)N1CCN(Cc2c(O)ccc3ccccc23)CC1 | -3
CC(C)(C)NC(=O)c1cc(Cl)ccc1[N+](=O)[O-] | 7
CS(=O)(=O)N1CC(=O)N2[C@H](CO)[C@@H](c3ccc(Br)cc3)[C@H]2C1 | -10[25 µM]
O=C(C[C@@H]1CC[C@@H](NS(=O)(=O)c2ccc(F)cc2)[C@H](CO)O1)N1CCN(c2ccccc2)CC1 | 1[25 µM]
Cn1ncc2c(=S)nc(Cl)[nH]c21 | 37
CCOC(=O)C(Cc1ccc(O)cc1)Nc1nc2ccccc2o1 (stereo not drawn) | -3
O=C(Cc1cccs1)Nc1ccc(S(=O)(=O)N2CCCC2)cc1 | -14
CCOc1ccc(S(=O)(=O)N2CCC(C(=O)OCc3ccc(OC)cc3)CC2)cc1 | 0
COC(=O)c1ccccc1NC(=O)CC(NCc1ccccc1)C(=O)O (stereo not drawn) | 1
COc1ccc(OCCSc2nnc(-c3ccoc3C)n2C)cc1 | 4
N#CCCn1c(Cl)nc2ccccc21 | 13
Cc1ccnc(NS(=O)(=O)c2ccc(N)cc2)n1 | 6
NC(=O)C1CCN(CC(=O)Nc2cc(S(=O)(=O)N3CCOCC3)ccc2N2CCCC2)CC1 | 13
CCN(Cc1ccccc1)C(=O)CCc1nnc(CCCc2ccccc2)o1 | -49
O=C(Nc1ccccc1N1CCOCC1)C1=COCCO1 | 3
CCOC(=O)CNC(=O)c1ccc(C)cc1 | -7
Cc1ccc(OCC(=O)NC2CCSc3ccccc32)cc1 (stereo not drawn) | 2
Cc1ccc(-c2ccc([C@@H]3[C@@H]4CN(Cc5ccccc5F)C[C@H]3N4)cc2)cc1 | -6[25 µM]
Cc1cc(C)c(NC(=O)CCCSc2nnc(N)s2)c(C)c1 | 8
COc1cc(C(=O)Nc2ncccc2C)ccc1OCC(=O)N1CCOCC1 | 7
C[C@@H]1CCCCO[C@@H](CN(C)C(=O)CCC(F)(F)F)[C@H](C)CN([C@H](C)CO)C(=O)c2cc(NC(=O)C3CCCCC3)ccc2O1 | -4[25 µM]
COc1cc(OC)c2c(C)c(Cl)c(=O)oc2c1 | 0
CC(C)NC(=O)Nc1ccc2c(c1)C(=O)N(C)[C@@H]1CC[C@H](CC(=O)NCc3ccc(F)cc3)O[C@@H]1CO2 | -15[25 µM]
CCOc1ccc(OCCSc2ccc(S(=O)(=O)N3CCN(C)CC3)cn2)cc1 | -6
Cc1cccc(NC(=O)C2CCN(C(=O)c3ccc(F)cc3)CC2)n1 | 5
CCn1ccc(C(=O)NCc2ccc3c(c2)OCO3)n1 | 1
CCc1ccc(-c2cc(C)no2)cc1S(=O)(=O)Nc1ccccn1 | 0
C=CCOc1nc2c(c(=O)n(C)c(=O)n2C)n1Cc1ccc(Cl)cc1Cl | 13
COc1ccc(C2NC(=O)c3ccccc3N2)cc1OC (stereo not drawn) | -28
COc1cc2c(cc1OC)C(C(=O)NCc1ccco1)C(c1cccs1)N(C)C2=O (stereo not drawn) | 4
O=C(CN1CCOCC1)N1CCCCN2[C@H](CO)[C@H](c3ccc(Br)cc3)[C@@H]2C1 | 10[25 µM]
CO[C@@H]1CN(C)C(=O)c2ccc(NS(=O)(=O)CC(F)(F)F)cc2OC[C@@H](C)N(Cc2nccs2)C[C@@H]1C | 1[25 µM]
O=C(c1cccc(S(=O)(=O)N2CCN(c3ccc(F)cc3)CC2)c1)N1CCCC(C(F)(F)F)C1 (stereo not drawn) | 1
COc1ccc(CCC(=O)NCCc2nc3ccccc3[nH]2)cc1 | 6

Continued:
structure	BL2 CD40 inh
COc1ccc(CCC(=O)N2CCCc3ccccc32)cc1	7
CCCNC(=O)C1(C)CCN(C(=O)c2ccc(F)cc2Cl)C1 (stereo not drawn)	6
CC(C)N(Cc1nc(-c2ccc3c(c2)OCO3)no1)Cc1nccn1C	-25
CC(=O)N(c1cc(C)ccc1C)c1ccccc1[N+](=O)[O-]	7
CC(=O)N1[C@H](CO)[C@H](c2ccc(C3=CCCCC3)cc2)[C@@H]1CNC(=O)CC1CC1	-1
O=S(=O)(c1cccc(-c2cn3cccnc3n2)c1)N1CCCCCC1	8
COc1ccccc1NCCC(=O)OCC(=O)NC1CC1	14
Nc1c2c(nc3ccccc13)CCCC2	-2
CCc1ccc(/C=N/NC(=O)c2nnn(-c3nonc3N)c2CN2CCOCC2)cc1	13
CN1C(=O)c2cc(NS(=O)(=O)c3ccccc3F)ccc2OC[C@@H]2O[C@@H](CC(=O)NC3Cc4ccccc4C3)CC[C@H]21	17[25 µM]

A second format for 5 compounds above.
BL2 CD40 inh,SMILES
7,CC(=O)N(c1cc(C)ccc1C)c1ccccc1[N+](=O)[O-]
-25,CC(C)N(Cc1nc(-c2ccc3c(c2)OCO3)no1)Cc1nccn1C
6,CCCNC(=O)C1(C)CCN(C(=O)c2ccc(F)cc2Cl)C1 (stereo not drawn)
17[25 µM],CN1C(=O)c2cc(NS(=O)(=O)c3ccccc3F)ccc2OC[C@@H]2O[C@@H](CC(=O)NC3Cc4ccccc4C3)CC[C@H]21
13,CCc1ccc(/C=N/NC(=O)c2nnn(-c3nonc3N)c2CN2CCOCC2)cc1

Carrying on:
structure	BL2 CD40 inh
N#CCSc1nc2ccccc2c(=O)n1CCCC(=O)NCc1ccco1	-4
CN(C)CCCn1c(NCc2ccc3c(c2)OCO3)nc2ccccc21	8
O=[N+]([O-])c1cccc(C2Nc3cccc4cccc(c34)N2)c1	10
O=C(C[C@H]1CC[C@H]2[C@@H](COC[C@@H](O)CN2S(=O)(=O)c2ccccc2F)O1)N1CCC(Cc2ccccc2)CC1	-1[25 µM]
C[C@@H](C(=O)Nc1ccc2c(c1)OCCO2)n1nnc2ccccc2c1=O	-105
COc1cccc(NC(=O)CCC2CCN(C(=O)C3CC=CCC3)CC2)c1 (stereo not drawn)	-15
Cc1ccccc1-c1ccc2c(c1)O[C@H](CN(C)C(=O)Nc1ccc(C(F)(F)F)cc1)[C@H](C)CN([C@H](C)CO)S2(=O)=O	31[25 µM]
COCCCn1nnnc1SCC(=O)N1CCN(C(=O)c2ccco2)CC1	8
Cc1ccc(-c2nn(-c3ccccc3)cc2C(N)=O)o1	7
Cc1ccc(-c2nn(Cc3ccccc3)cc2C(=O)NCC2CCCO2)cc1 (stereo not drawn)	8
CO[C@@H](CN(C)C(=O)c1cc(Cl)cc(Cl)c1)[C@@H](C)CN(C(=O)Nc1ccc(F)cc1)[C@H](C)CO	2[25 µM]
Cn1c(CCNC(=O)C(C)(C)C)nc2ccccc21	-6
CC(C)N1C(=O)CCC1C(=O)O (stereo not drawn)	7
O=S(=O)(c1ccccc1F)N1CCCCN2[C@H](CO)[C@H](c3ccc(-c4cncnc4)cc3)[C@H]2C1	-13[25 µM]
COc1cc(C(=O)N2CCN(C(=O)c3ccco3)CC2)c([N+](=O)[O-])cc1OC	2
COc1ccc(-c2csc(N3CCN(C(=O)c4ccccc4)CC3)n2)cc1	0
O=C(Nc1cccc(C(F)(F)F)c1)c1cnccn1	-1
CC(=O)Nc1ccc(NC(=O)C(C)Sc2nc3ccccc3c(=O)n2Cc2ccco2)cc1 (stereo not drawn)	0
COc1cc(CNc2ccc(O)cc2)cc(Br)c1OCc1ccccc1	-7
CCOc1ccc(-c2nc(CN(Cc3ccccc3)C[C@@H]3CCC(=O)N3)c(C)o2)cc1	-15

Fetched by structure from the entries so far (7):
structure	BL2 CD40 inh
O=[N+]([O-])c1ccc2c(c1)nc1n2CCN(CC2CCCO2)C1 (stereo not drawn)	-29
Cc1cc(S(=O)(=O)Nc2ccc(C(=O)NCC(c3ccco3)N(C)C)cc2)ccc1F (stereo not drawn)	1
Cc1cccc(NC(=O)C2CCN(C(=O)c3ccc(F)cc3)CC2)n1	5
COC(=O)c1ccccc1NC(=O)CC(NCc1ccccc1)C(=O)O (stereo not drawn)	1
CS(=O)(=O)N(CC(=O)Nc1ccc2c(c1)OCO2)c1ccccc1	-1
COc1cc(C(=O)Nc2ncccc2C)ccc1OCC(=O)N1CCOCC1	7
O=[N+]([O-])c1cccc(C2Nc3cccc4cccc(c34)N2)c1	10

Taken from above (3 entries):
structure	BL2 CD40 inh
CO[C@@H](CN(C)C(=O)c1cc(Cl)cc(Cl)c1)[C@@H](C)CN(C(=O)Nc1ccc(F)cc1)[C@H](C)CO	2[25 µM]
Cn1c(CCNC(=O)C(C)(C)C)nc2ccccc21	-6
CC(C)N1C(=O)CCC1C(=O)O (stereo not drawn)	7

The listing continues.
structure	BL2 CD40 inh
COc1ccc(-c2ccc([C@@H]3[C@@H](CO)N(C(=O)C4CCC4)[C@H]3C#N)cc2)cc1	5
CC(=O)Nc1cccc(NC(=O)C(F)(F)F)c1	13
CC(C)(C)NC(=O)C(=O)NN=C1CCCCCCC1	3
Oc1ccc(C=NNC(=S)Nc2ccc(F)cc2)c(O)c1	-56
Cc1ccc2cc(S(=O)(=O)NCCC(=O)O)ccc2c1	6
CCOC(=O)c1c(C(C)(C)C)oc2ccc(OCC#N)cc12	2
O=C(NCc1ccccn1)c1cc(-n2cnnc2)ccc1Cl	16
CC(C)=NNc1ncnc2nc[nH]c12	-17
N#C[C@H]1[C@H](c2ccccc2-c2ccc(F)cc2)[C@H](CO)N1c1ncc(-c2ccccc2)s1	-28[25 µM]
Cc1ccc(COc2ccc(/C=N/NC(=O)CN3CCCCC3)cc2)cc1	-82
Cc1cc(C(=O)OCC(=O)N2CCC(c3ccccc3)=N2)ccc1[N+](=O)[O-]	5
CN1C(=O)c2cc(NS(C)(=O)=O)ccc2OC[C@@H]2O[C@H](CC(=O)NCc3ccccc3)CC[C@@H]21	2[25 µM]
COCCNS(=O)(=O)c1cc(OC)ccc1OC	2
Cc1ccc(S(=O)(=O)Nc2cccc(C(=O)NCC3(N4CCCCC4)CCCCC3)c2)cc1F	5
COc1cccc(S(=O)(=O)N2CCCCN3[C@H](CO)[C@@H](c4ccc(C#CCC(C)C)cc4)[C@@H]3C2)c1	18[25 µM]
COC(=O)C(C)n1nnc2sc(-c3ccccc3)cc2c1=O (stereo not drawn)	-90
